hcGAS lum = Primary biochemical luminescence assay for human cyclic GMP-AMP synthase inhibitors; Q8N884; inhibition, % at 12.5 µM; AID 1259398, 2018; recombinant h-cGAS, ATP depletion, Kinase-Glo luminescence; hit rate 0.081% among 290,000;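 also: 0% = vehicle reaction and 100% = reaction without DNA for no activity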
Target sequence (Q8N884 whole entry, looked up): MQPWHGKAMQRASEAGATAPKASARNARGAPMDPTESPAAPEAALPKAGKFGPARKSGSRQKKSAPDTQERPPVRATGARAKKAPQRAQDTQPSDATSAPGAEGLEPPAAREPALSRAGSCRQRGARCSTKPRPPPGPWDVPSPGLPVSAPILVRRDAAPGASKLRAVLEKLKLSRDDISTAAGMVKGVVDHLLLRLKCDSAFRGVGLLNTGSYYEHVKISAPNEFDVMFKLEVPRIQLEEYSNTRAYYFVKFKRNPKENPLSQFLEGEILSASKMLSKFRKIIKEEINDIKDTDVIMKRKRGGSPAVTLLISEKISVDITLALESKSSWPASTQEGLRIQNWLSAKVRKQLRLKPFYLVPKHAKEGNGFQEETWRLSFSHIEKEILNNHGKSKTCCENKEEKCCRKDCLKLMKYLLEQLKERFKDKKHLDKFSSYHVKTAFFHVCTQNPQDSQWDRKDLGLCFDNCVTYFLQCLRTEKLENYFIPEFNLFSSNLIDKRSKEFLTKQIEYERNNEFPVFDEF
NPYLR7 agonist = agonists of mosquito NPYLR7 receptor, primary screen, cell-based, Aedes aegypti, calcium fluorescence, mosquito biting behavior; hit rate 0.15% among 270,000; activation, % at 10 µM; HEK293T NPYLR7/Galpha15, GCaMP6s calcium fluorescence; Aedes aegypti neuropeptide Y-like receptor 7 (NPYLR7); AID 1259423, 2018; in the data active = activation above about 40%;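 also: 0% = vehicle and 100% = reference agonist at the receptor; some compounds past the cut are filed as inactive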
mcGAS inh = cyclic GMP-AMP synthase inhibitors, mouse, primary biochemical chemiluminescence; Q8C6L5; inhibition, % at 12.5 µM; hit rate 0.15% among 160,000; recombinant cGAS, Kinase-Glo ATP depletion luminescence;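 also: 0% = negative control wells and 100% = reference inhibitor with no enzyme activity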
The depositor's hits bear a star; · = not tested or not shown; & = joins results of further samples. Rule as the data show it, unless noted: active = inhibition above about 40%; inactive = the rest. Rows were taken by chance; 0.27% or so of the library scored in one or more.

SMILES | hcGAS lum | NPYLR7 agonist | mcGAS inh
CC(C)=CC1C(CO)C1(C)C (stereo unspecified) | -5 | -6 | ·
CCCN(Cc1cc(NC(=O)c2ccccc2Cl)ccc1N(C)C)C(=O)c1cccs1 | -1 | 2 | -8
C=C1N(C)c2cc([N+](=O)[O-])c(N)cc2C1(C)C | -27 | -11 | ·
Cc1nn(-c2cccc(F)c2)c(N2CCN(C)CC2)c1CN(CCC(C)C)C(=O)c1ccccc1Cl | -9 | 1 | -5
Cc1ccc(CNC(=O)Nc2c[nH]c3ccccc23)cc1 | -8 | -3 | -10
CNc1ncccc1C(=O)NCc1cccnc1-n1cnc2ccccc21 | 0 | · | -18
CC(=O)c1cccc(NCN2C(=O)c3ccc([N+](=O)[O-])cc3C2=O)c1 | -8 | 4 | ·
CCCCn1c(CN2CCC(Oc3ccccc3OC)CC2)cnc1S(=O)(=O)CC | -8 | 14 | ·
Cc1cc2nc(-c3ccccc3)c(N3CCN(C(=O)c4cncc(Br)c4)CC3)nc2cc1C | -8 | 6 | -9
O=C(c1ccc(=O)n(Cc2ccc(F)cc2)n1)N1CCCC1 | -11 | 2 | ·
Cc1cc(C)c(CNC(=O)C2CCN(C3CCCCC3)C2)c(=O)[nH]1 (stereo unspecified) | -11 | 0 | -18
CCc1nc2c(OC)cccn2c1N(C)C(=O)COc1ccccc1 | -3 | 5 | -1
Cc1cc(C)c(S(=O)(=O)N2CCN(C(=O)c3cnn(-c4ccccc4)c3)CC2)c(C)c1 | -5 | 12 | -8
COc1cc(C)ccc1S(=O)(=O)N1CCCN(Cc2cc(=O)c(OCc3ccc(SC)cc3)co2)CC1 | -3 | -1 | 2
CC(C)N(C)C(=O)C1CSCN1C(=O)c1ccc(S(=O)(=O)C(F)(F)F)cc1 (stereo unspecified) | -1 | 4 | ·
CC(CCC(=O)O)[C@H]1CCC2C3C(C[C@H](O)[C@@]21C)[C@@]1(C)CC[C@@H](O)C[C@H]1C[C@H]3O (stereo partly specified) | -2 | -10 | ·
CN(C(=O)c1ccsc1)C(Cc1ccccc1)C1CCN(C(=O)c2cnn(-c3ccccc3)c2)CC1 (stereo unspecified) | -7 | -2 | -21
CCN(CC)S(=O)(=O)c1ccc(NC(c2ccccc2)C2CC2)c([N+](=O)[O-])c1 (stereo unspecified) | 3 | 5 | ·
COC(=O)c1cccc(-c2cc(Cl)c3c(c2)CC(CNC(=O)Cn2nc(C)nc2C)O3)c1 (stereo unspecified) | -4 | 3 | -10
CCOC(=O)c1cc(-c2cccc(NC(=O)c3cccs3)c2)n(-c2cccc(F)c2)n1 | 1 | 8 | -3
CC1(C)C[C@@H]1C(=O)N/C(=C\CCCCSC[C@H](N)C(=O)O)C(=O)O | -3 | -5 | ·
Cc1cc(C)nc(NC(N)=NC2CCCCC2)n1 | -1 | -3 | ·
COc1ccc(C(=O)NCCc2csc3nc(-c4cccs4)nn23)cc1OC | 1 | -9 | -4
COCc1ccccc1CNC(=O)CSc1cccc(C#N)c1 | -7 | 1 | ·
C=CCOC(=O)c1[nH]c(C)c(C(C)=O)c1C | -7 | 4 | ·

Reprinted from the part before: 2 entries, followed by the next part.
SMILES | hcGAS lum | NPYLR7 agonist | mcGAS inh
COCc1ccccc1CNC(=O)CSc1cccc(C#N)c1 | -7 | 1 | ·
C=CCOC(=O)c1[nH]c(C)c(C(C)=O)c1C | -7 | 4 | ·
O=C(Cc1ccccn1)NCC1CCCN(Cc2ccccc2F)C1 (stereo unspecified) | -3 | 2 | -7
Cc1cc(=O)n2nc(Nc3ccc(C(C)C)cc3)sc2n1 | -9 | 5 | -8
CN(c1ccccc1)S(=O)(=O)c1ccc(Cl)c(Cl)c1 | -3 | 0 | -6
O=C(CC(F)(F)F)N1CCC2(CCCNC2=O)C1 (stereo unspecified) | -10 | · | -6
COc1ccc(C(=O)N2CCOC(CCCc3ccccc3)C2)c(O)c1 (stereo unspecified) | -4 | -3 | -23
O=C(CN1CCOCC1)C12CC3CC(CC(C3)C1)C2 | -7 | 6 | ·
O=C(Nc1ccc(S(=O)(=O)N2CCCC2)cc1)c1sc2ccccc2c1Cl | -7 | -7 | -7
O=C(CSCc1ncc[nH]1)NCCc1cc(F)cc(F)c1 | -9 | -8 | -16
Cc1csc(C(C#N)C(=O)Cn2cc(C(F)(F)F)cc(Cl)c2=O)n1 (stereo unspecified) | -5 | 1 | ·
Cc1ccc(C(C)(C)NC(=O)C2CCCN2C(N)=O)cc1 (stereo unspecified) | -6 | 11 | ·
Cc1ccc(NC(=O)c2ccc(CSc3nc(Cl)cc(N4CCN(c5cccc(C(F)(F)F)c5)CC4)n3)cc2)cc1C | -2 | 16 | -5
CNC(=O)C1(NC(=O)c2cccc(S(=O)(=O)N(C)C(C)C)c2)CCCCC1 | -16 | 6 | ·
CCNS(=O)(=O)NCc1ccc(N2CCN(CC)CC2)c(F)c1 | -8 | 6 | -15
Cc1cccc(-c2nnc(SCc3ccccc3Cl)n2-c2ccccc2)c1 | -5 | 8 | -3
Cc1cccc(COc2coc(CN3CCc4ccccc4C3)cc2=O)c1 | -4 | -1 | -7
O=C(NC(Cc1ccccc1)c1nnc(SCc2ccc(F)cc2)n1-c1ccc([N+](=O)[O-])cc1)c1ccco1 (stereo unspecified) | -8 | · | -5
CC(C)n1ccc(C(=O)NS(=O)(=O)Cc2ccccc2Cl)n1 | -4&-6 | 0&-22 | ·
CCCOc1ccc(-c2ccc(-c3noc(-c4ccc(OCC)cc4)n3)cc2)cc1 | -9 | -5 | -5
CC(C)CCOP(=O)(c1ccc(N(C)C)cc1)C(O)c1cccnc1 (stereo unspecified) | -7 | 1 | ·
FC(F)(F)c1nnc2c3ccccc3c(NC3CC3)nn12 | -7 | 4 | ·
CC(=O)Nc1nnc(N2CCc3ccccc3C2)s1 | -10&2 | 12&-2 | -14&3
CCN(CC)CCn1c(C)cn2c3c(=O)n(Cc4ccc(F)cc4)c(=O)n(C)c3nc12 | 4 | -8 | ·
CCc1c(C)nc(-n2nc(C)cc2NC(=O)c2cccc([N+](=O)[O-])c2)[nH]c1=O | -13 | 13 | -8
CN1CCN(C(=O)c2cc(-c3ccncc3)n[nH]2)CC1C(=O)O (stereo unspecified) | -4 | 4 | ·
O=C(NC1CCCCNC1=O)c1cc2n(n1)CCN(Cc1ccccc1F)C2=O (stereo unspecified) | -3 | 20 | -6

Pulled by structure from above, 5 records:
SMILES | hcGAS lum | NPYLR7 agonist | mcGAS inh
O=C(CC(F)(F)F)N1CCC2(CCCNC2=O)C1 (stereo unspecified) | -10 | · | -6
FC(F)(F)c1nnc2c3ccccc3c(NC3CC3)nn12 | -7 | 4 | ·
Cc1cccc(-c2nnc(SCc3ccccc3Cl)n2-c2ccccc2)c1 | -5 | 8 | -3
CCOC(=O)c1cc(-c2cccc(NC(=O)c3cccs3)c2)n(-c2cccc(F)c2)n1 | 1 | 8 | -3
CN1CCN(C(=O)c2cc(-c3ccncc3)n[nH]2)CC1C(=O)O (stereo unspecified) | -4 | 4 | ·

Additional entries follow:
SMILES | hcGAS lum | NPYLR7 agonist | mcGAS inh
CCn1nc(C)c(C(=O)N2CCc3c(ncnc3N3CCOCC3)C2)c1C | -2 | 0 | ·
CC(C)(C)c1cn2c3ccccc3nc2n1CCCO | -4 | -16 | ·
O=C(NCc1ccccn1)c1ccc(-c2cc(-c3ccc(Cl)cc3Cl)[nH]n2)cc1 | 1 | -1 | -2
NC(=O)C1CCN(C2CC(=O)N(c3ccc(C(=O)O)cc3)C2=O)CC1 (stereo unspecified) | -1 | 1 | -3
COc1ccc(OC)c(C2C(C(=O)OC(C)C)=C(C)NC3=C2C(=O)CC(c2ccc(Cl)cc2)C3)c1 (stereo unspecified) | -7 | 2 | -9
O=C1c2cccnc2OC(CN2CCOCC2)CN1C1CCCCC1 (stereo unspecified) | 0 | -4 | -4
CSc1nc(N)nc(SCc2ccc(F)cc2)c1C#N | 2 | 2 | ·
Cc1cnc(C(=O)NC2C[C@H]3CC[C@@H](C2)N3C(=O)C2CCCCCC2)cn1 (stereo partly specified) | -19 | · | -6
COCCN(Cc1ccccc1F)Cc1cccc2c1OCO2 | -2 | -6 | -14
CN(CC(F)(F)F)C(=O)CNC(=O)N1CCCC(C(F)(F)F)C1 (stereo unspecified) | -6 | 10 | ·
Cc1nsc(N)c1C(=O)N(C)CCOc1ccccc1Cl | -11 | 6 | -5
COc1ccc(Nc2cc(C)nc(NCCNC(=O)C(C)(C)C)n2)cc1 | -2 | 8 | ·
CCN1CCCCC1C(=O)NCc1cccnc1Oc1ccc(C)c(F)c1F (stereo unspecified) | -9 | 6 | ·
CN1C(=O)CC(COC(=O)c2cccn2C)C1c1cccc(Cl)c1 (stereo unspecified) | -8 | -1 | ·
CNc1cc(-c2ccc(S(C)(=O)=O)cc2)ncn1 | -14 | 1 | ·
CCCCCCc1ccc(-c2nc(Cc3ccccc3)no2)cc1 | -3 | 0 | -4
CCc1nc2ccc(C(=O)NCc3ccccc3OC)cn2c1N(CC)Cc1cccc(Br)c1 | 1 | -2 | 2
Cc1nccn1S(=O)(=O)c1ccc(Cl)cc1 | -6 | 12 | -4
COC(=O)c1ccc(NC(=O)CSc2nnc(C(C)C)c3cnn(-c4ccccc4OC)c23)cc1 | -7 | -11 | -18
CCOc1ccc(N(CC(=O)NCc2ccco2)S(C)(=O)=O)cc1 | -6 | -6 | -4
O=C(CSc1ncnc2c1nnn2Cc1ccccc1)NCc1ccccc1Cl | -4 | 6 | 3
CSCc1cc(F)ccc1CNC(=O)c1cn[nH]c1C | 5 | 3 | ·
CN(CC1(c2ccccc2)CC1(C)C)C(=O)c1cn(CCc2ccccc2)nn1 (stereo unspecified) | -8 | 4 | -10
Cc1cccc(OC(C)C(=O)N2CCN(c3ccccc3O)CC2)c1C (stereo unspecified) | 3 | -5 | ·
COc1ccc(Br)cc1-c1nnc2n(C(C)C)c3c(=O)n(C)c(=O)n(C)c3n12 | -9 | 5 | ·

Brought forward from above: 2 entries, then new ones.
SMILES | hcGAS lum | NPYLR7 agonist | mcGAS inh
Cc1cccc(OC(C)C(=O)N2CCN(c3ccccc3O)CC2)c1C (stereo unspecified) | 3 | -5 | ·
COc1ccc(Br)cc1-c1nnc2n(C(C)C)c3c(=O)n(C)c(=O)n(C)c3n12 | -9 | 5 | ·
CC(C(=O)NCc1ccccc1Cl)n1nnc(-c2ccco2)n1 (stereo unspecified) | -11 | -1 | ·
CSc1cccc(CN(C)C(=O)c2ccc(CO)o2)c1 | -8 | 4 | ·
COc1ccc(OCCNC(=O)C2(C)CCN2Cc2csc3ccccc23)cc1 (stereo unspecified) | -5 | -5 | -1
CCc1ccc2c(O)c3c(cc2c1C(=O)OC)C(=O)c1c(O)ccc(O)c1C3=O | -1 | -6 | ·
Cc1nc(-c2ccc(CNC(=O)CSc3ncnc4sc(C)c(C)c34)o2)cs1 | -1 | 16 | ·
CCOC(=O)c1cc(-c2ccc(N3CCN(C(=O)c4nnc(-c5ccccc5)o4)CC3)cc2)n(-c2cccc(F)c2)n1 | -5 | 4 | -5
CCCNC(=O)CN1CCN(Cc2ccccc2OCC(F)(F)F)CC1 | -8 | 1 | ·
c1ccc(-c2csc3ncnc(NC4CCN5CCCCC45)c23)cc1 (stereo unspecified) | 10 | -2 | 13
CCN1C(=S)NC(c2ccc(NC(=O)c3cccc(Br)c3)cc2)C(C(=O)OCCOC)=C1C (stereo unspecified) | -5 | 15 | -7
Cn1nnnc1SCc1cc(Cl)ccc1OC(F)F | -9 | -1 | ·
O=C(c1ccco1)N1CCCC(OCc2ccc(Br)cc2)C1 (stereo unspecified) | 1 | -6 | 1
CCOC(=O)N1CCC(N2CCCC(Nc3ccc(C(C)C)cc3)C2)CC1 (stereo unspecified) | -6 | · | -10

Profiles from above. Screens in order: hcGAS lum, NPYLR7 agonist, mcGAS inh
c1ccc(-c2csc3ncnc(NC4CCN5CCCCC45)c23)cc1 (stereo unspecified) as listed: 10, -2, 13
Cc1nc(-c2ccc(CNC(=O)CSc3ncnc4sc(C)c(C)c34)o2)cs1 as listed: -1, 16, ·
CCc1ccc2c(O)c3c(cc2c1C(=O)OC)C(=O)c1c(O)ccc(O)c1C3=O as listed: -1, -6, ·
CSc1cccc(CN(C)C(=O)c2ccc(CO)o2)c1 as listed: -8, 4, ·
CCOC(=O)c1cc(-c2ccc(N3CCN(C(=O)c4nnc(-c5ccccc5)o4)CC3)cc2)n(-c2cccc(F)c2)n1 as listed: -5, 4, -5
